# High-throughput results: PubChem, several laboratories
# STAT1 inh – inhibitors of IFN-gamma induced STAT1 signaling. NIH 3T3 STAT1-luciferase reporter, luminescence. 0.35% of 200,000 active. AID 920. inhibition, % at 5.5 µM;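 active = inhibition above a set limit, the mean inhibition across all tested compounds plus 3 SD, cut at about 34% in these data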;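 also: 0% = IFN-gamma with DMSO and 100% = IFN-gamma with 300 µM nifuroxazide; values of inactives mirror those of a sister screen read the other way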
# TLR4-MyD88 BLA – blocks binding of human TLR4 to MyD88. 0.18% of 200,000 active. AID 861. HeLa CL3-4 TLR4/MyD88 BLA complementation, FRET ratio. inhibition, % at 8.4 µM; in the data active = inhibition above about 25%;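 also: 0% = vehicle and 100% = reference inhibitor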
# STAT1 act – activators of IFN-gamma induced STAT1 signaling | activation (% of control), % at 5.5 µM | NIH 3T3 STAT1-luciferase reporter, luminescence; 100% = IFN-gamma alone, no compound | 2.6% of 200,000 active | AID 932;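 active = activation above the screen-wide mean activation plus 3 SD, cut at about 130% in these data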;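 also: raw ratio to IFN-gamma control signal so 100% means no change and 0% no light; values of inactives mirror those of a sister screen read the other way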
# APP 5'UTR act – APP 5'UTR luciferase reporter activation; activation, % at 2 µM; 1% of 190,000 active; SH-SY5Y APP 5'UTR luciferase reporter, luminescence; zero percent = DMSO vehicle wells; AID 1276;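 active = activation above a set limit, based on mean plus 3 SD of controls, cut at about 140% in these data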; also: values of inactives mirror those of a sister screen read the other way
# STAT3 act – activators of IL-6 induced STAT3 signaling; U3A cells, IL-6 STAT3-luciferase reporter, luminescence; 100% = signal with IL-6 EC80 alone; activation (% of control), % at 5.6 µM; 0.91% of 190,000 active; AID 871;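 active = activation above the screen-wide mean of compound activation plus 3 SD, cut at about 130% in these data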;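 also: 0% = background luminescence of wells with medium and substrate only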
#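 Test system: Human STAT1-deficient U3A cells with stable STAT3-luciferase reporter | Also added: Interleukin-6, 33 ng/mL | Timing: Compound pre-incubation 1 h before IL-6, then 6 h stimulation at 37 °C | Technique: Luciferase reporter luminescence | Read-out: Percent of IL-6-only median luminescence | Benchmarks: IL-6-only wells as 100% reference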
# Hsp70 act – transcriptional activators of Hsp70; HeLa Hsp70 promoter luciferase reporter, luminescence; scaled: vehicle 0, proteasome-inhibitor control 100%; activation, % at 10 µM; AID 1203; 0.04% of 200,000 active;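 active = activation above the mean across all tested compounds plus 3 SD, cutoff set per campaign, cut at about 5.5% in these data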;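 also: 100% = MG132 at 30 µM as the positive control and 0% = DMSO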
# Redox H2O2 prof – compounds producing H2O2 with reducing agent – biochemical, NIH compound library profiling, artefact control for MLSCN library redox annotation, primary screen | DTT-dependent redox cycling H2O2, phenol red/HRP absorbance; 100% = 100 µM peroxide control, 0% = buffer | AID 878 | 0.03% of 200,000 active | activation, % at 10 µM;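 active = activation of at least 50% relative to the plate's high and low controls in the primary single-dose screen; inactive = activation below 50%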;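 also: compound incubated with DTT at 0.8 mM final as the reducing agent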
# STAT3 inh – inhibitors of IL-6 induced STAT3 signaling; 0.89% of 190,000 active; AID 862; U3A cells, IL-6 STAT3-luciferase reporter, luminescence; host cell line lacks STAT1; inhibition, % at 5.5 µM;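 active = inhibition above the mean inhibition across all screened compounds plus 3 SD, cut at about 44% in these data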;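 also: 0% = DMSO only wells and 100% = 100 µM nifuroxazide control wells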
# Efa HMGR inh – inhibitors of class II HMG-CoA reductase from Enterococcus faecalis; 0.41% of 190,000 active; AID 1066; inhibition, % at 10 µM; purified E. faecalis HMGR, NADPH absorbance 340 nm kinetic;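 active = inhibition above a set limit, the median over all tested compounds plus 3 SD, cut at about 9.5% in these data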;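 also: enzyme runs in reverse so mevalonate oxidation gives rising NADPH absorbance; 0% = complete reaction with DMSO and 100% = background rate lacking mevalonate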
# NF-kB expr up – compounds increasing NF-kB expression in human neuronal cells. NF-kB reporter expression; stronger effect = higher value. fold change at 12.5 µM. 1.6% of 190,000 active; in the data active = fold change above about 3.3
# * hit, by the source's call; / = not tested or not shown.
SMILES,STAT1 inh,TLR4-MyD88 BLA,STAT1 act,APP 5'UTR act,STAT3 act,Hsp70 act,Redox H2O2 prof,STAT3 inh,Efa HMGR inh,NF-kB expr up
O=C(Nc1cccc(F)c1)c1cccnc1N1CCOCC1,0,1,100,-4,92,-0.2,1.9,12,0,1.1
COc1ccc(C(=O)/C=C/C(=O)N(Cc2ccccc2OC)C(C(=O)NC2CCCCC2)c2ccncc2)c(O)c1 (configuration not stated),1,-25,99,4,102,-0.4,-0.1,-5,-2,1.1
O=C(CNC(=O)c1ccco1)OCC(=O)c1ccc2ccccc2c1,3,-21,97,20,95,-0.4,0.3,9,1,1
Nc1ccc(C2CCCc3nonc32)c2nonc12 (configuration not stated),6,-7,95,13,102,0.1,0.2,-3,-6,0.79
CCN1C(=O)S/C(=C/c2c(OCc3ccc(C(=O)O)cc3)ccc3ccccc23)C1=O,11,8,90,18,109,-0.2,-0.1,-6,-2,0.98
COc1ccc(-c2[nH]ncc2CN2CCN(C(=O)c3ccco3)CC2)cc1F,4,0,96,-17,97,0.4,0.9,15,3,1.1
CC(=O)c1cc(-c2ccccc2)n(CC(=O)NC2CCCCC2)c1C,-4,-4,105,-2,103,-0.2,-0.1,2,-3,0.93
Nc1nonc1OCCc1ccccc1,-5,4,103,-10,111,-0.2,1.0,-12,-8,1.8
C=CCn1c(SCc2nc3cc(C(=O)OC)ccc3c(=O)[nH]2)nc2sc(CC)cc2c1=O,6,-1,95,21,103,-0.2,0.3,-3,-1,0.94
CCOC(=O)c1sc(NC(=O)CSc2n[nH]c(CC)n2)nc1C,6,-6,93,-21,81,-0.2,-0.5,28,-16,1.2
COc1ccc(-n2nnnc2SCC(=O)Nc2nnc(C)s2)cc1,1,-1,99,3,94,0.1,0.5,5,-2,1.3
Cc1cccc(C)c1Nc1nnc(SCc2nc3ccccc3s2)s1,-27,15,124,129,130,-0.3,0.0,-36,-1,1.4
Cc1nn(CC(=O)NCc2cccc3ccccc23)c(=O)c2ccccc12,7,8,94,14,99,-0.4,3.3,5,0,1.3
CC(C)CNC(=O)c1ccc(Cl)c(Cl)c1,-8,-1,107,0,97,-0.1,0.1,4,1,1.3
CC1CCN(C(=O)CSc2nnc(CNc3ccc(F)cc3)n2Cc2ccco2)CC1,1,-5,101,/,97,0.0,0.2,3,5,0.99
Cc1cc(C)cc(NC(=S)NC2CC3CCCC(C2)N3C2CCCC2)c1 (configuration not stated),-3,-12,101,4,107,-0.3,0.0,-6,-1,1.1
CSC(=NS(=O)(=O)c1ccc(C)cc1)SC,-9,-3,108,6,97,0.0,-0.7,4,0,1.1
c1ccc(-c2nc(N3CCCCCC3)c3ccccc3n2)nc1,2,-3,98,-40,85,-0.1,0.8,19,1,1.2
Cn1c(=O)c(Sc2ccc(Cl)cc2)c(O)c2ccccc21,-1,0,101,14,105,-0.4,0.5,-5,-5,0.99
CCOC(=O)c1sc2nc[nH]c(=O)c2c1C,11,1,90,-25,88,-0.2,0.1,19,-1,1.2
COc1ccc(OCC(=O)Nc2cc(-c3nn4c(C)nnc4s3)ccc2C)cc1,2,4,98,13,97,-0.5,-0.8,9,1,0.86
CC1=C(C(=O)N2CCOCC2)C(c2cc(C)cs2)NC(=O)N1 (configuration not stated),-1,-2,101,-12,101,-0.3,0.8,3,-3,1.1
CCC(CC)NC(=O)CC(c1ccccc1)c1ccccc1,-2,-14,100,-3,106,-0.3,-0.1,-5,-3,0.97
COC(=O)NNC(=O)C(C)Oc1ccc(Cl)cc1Cl (configuration not stated),-4,0,104,-12,96,-0.2,0.0,12,2,0.94
CCOC(=O)/C(N=Nc1ccc2c(c1)OCO2)=C(\C)O,-39,4,137*,116,103,0.0,-0.5,1,0,1.6

# Additional results:
SMILES,STAT1 inh,TLR4-MyD88 BLA,STAT1 act,APP 5'UTR act,STAT3 act,Hsp70 act,Redox H2O2 prof,STAT3 inh,Efa HMGR inh,NF-kB expr up
CCOC(=O)CSC1=C(C#N)C(c2ccccc2Cl)C(C(=O)OC)C(=O)N1 (configuration not stated),-1,-8,101,8,94,0.0,0.0,12,1,0.99
CC(=O)c1ccc(OCc2ccccc2)c(C)c1O,-13,7,112,13,99,-0.1,0.4,-2,9,1.4
COc1cccc(-c2cc(C(=O)NCCCn3ccnc3)no2)c1,-20,7,119,22,98,-0.1,0.1,10,-1,1.3
CC1CC(C)(C)NC(=S)N1CC(=O)N(C)Cc1ccccc1 (configuration not stated),2,-1,98,6,99,0.1,-0.1,-2,-4,1.1
COC(=O)c1ccc(C(=O)OC)c(NC(=O)CCC(=O)O)c1,3,-22,97,22,95,-0.2,1.1,10,-1,1
O=C(CS(=O)c1cccc(C(F)(F)F)c1)Nc1ccccc1Cl (configuration not stated),1,-1,99,4,92,-0.2,-3.5,15,-3,1
O=C(c1sc2cc(F)ccc2c1Cl)N1CCN(c2cccc(Cl)c2)CC1,-4,-2,104,5,102,-0.4,3.4,-7,-5,1
Cc1c2cc(O)c(=O)cc-2oc2cc(O)c(O)cc12,11,4,90,-8,88,-0.5,0.5,14,6,0.75
c1ccc2[nH]c(C3CC3)nc2c1,-3,3,103,13,103,-0.2,-0.5,-1,-1,1.1
Cc1cccnc1NC1CCCCC1,-6,3,104,-4,99,-0.2,-0.3,3,-2,1.4
CCC(=O)Nc1ccc(C(=O)OCc2ccccc2Cl)cc1,-40,-6,137*,45,107,-0.4,0.0,-10,4,1.6
Cc1ccc(-n2nnc3c(=O)n(CC(=O)NCc4ccccc4)cnc32)cc1,-2,7,101,-13,101,-0.1,-0.5,6,-3,1.1
CC1CCCCC1NC(=O)/C(C#N)=C/c1ccccc1F (configuration not stated),-10,2,109,14,96,0.1,-0.1,8,1,1.2
COc1ccc2c(=O)cc(-c3ccccc3)n(C)c2c1,-5,-6,104,11,104,0.1,1.2,-4,-8,1.3
CCC(C)(C)n1nnnc1C(c1cccs1)N1CCN(c2nc3ccccc3s2)CC1 (configuration not stated),2,-9,98,-17,96,-0.3,-0.8,7,-5,0.44
Cc1nn(CCC#N)c2nc(C(F)(F)F)[nH]c(=O)c12,-15,12,112,-7,103,0.0,-0.7,1,0,1
Cc1[nH]c2ccccc2c1C(=O)NS(=O)(=O)Nc1ccc(F)cc1,-4,-2,102,4,108,-0.2,0.2,-7,-1,1.2
O/N=C1\CCCC\C1=C/c1ccccc1,-8,0,107,-22,106,0.1,-0.1,-2,-1,1.2
CCC(=O)OCc1c(C(F)(F)F)nn(C)c1Sc1ccc(F)cc1,4,8,96,1,98,0.0,2.1,13,-1,1
COC(CNC(=O)Cc1c(C)nc2c(-c3ccccc3)c(C)nn2c1C)OC,1,-3,96,19,98,-0.3,-0.4,7,-1,1
Cc1nn(CC(O)c2ccccc2)c(C)c1Br (configuration not stated),-10,-10,110,1,94,0.2,1.1,11,-1,1.5
O=C1OCCC1Sc1nc2cc(Cl)ccc2n1Cc1ccccc1 (configuration not stated),2,13,98,8,101,-0.1,-8.0,2,-6,1.2
CC(C)NC(=S)Nc1ccc2[nH]c(=O)[nH]c2c1,-6,-4,103,-7,97,-0.1,-0.3,8,0,/
C=CCN(C(=O)CCC(=O)O)C1CC(=O)N(c2ccc(OC)cc2)C1=O (configuration not stated),7,0,91,5,105,0.1,-1.1,-4,-11,1.1
CC1=Nc2nc(N3CCCCC3)c(C#N)c3c4c(nc(c23)N1)N(c1ccc(C(C)C)cc1)C(=O)C4,-6,4,105,0,102,-0.2,0.1,-2,-2,0.98

# Later entries.
SMILES,STAT1 inh,TLR4-MyD88 BLA,STAT1 act,APP 5'UTR act,STAT3 act,Hsp70 act,Redox H2O2 prof,STAT3 inh,Efa HMGR inh,NF-kB expr up
Cc1ccc(N/N=C/c2cccnc2)cc1,-6,-22,105,45,90,-0.3,0.0,15,-1,1.6
NC(=O)c1c(NC(=S)Nc2ccccc2)sc2c1CCCC2,-37,-6,132*,7,96,0.0,-0.7,9,-1,1.7
Cc1ccc(N/N=C/c2ccc3c(c2)OCCO3)cc1Cl,-5,3,104,127,98,-0.3,0.7,-3,-13,0.87
COc1ccccc1NC(=S)Nc1ccccc1F,7,-3,94,11,92,-0.4,1.6,13,1,1.1
Cc1cc(C)c(S(=O)(=O)Nc2cc(SCC(=O)O)c(O)c3ccccc23)cc1C,4,5,97,-6,135*,-0.5,120*,-42,3,0.83
CCOC(=O)CNC(=O)C1(c2ccccc2)CCCC1,1,7,97,-20,102,0.2,0.1,-2,-2,1.2
c1ccc(CCCNc2ncnc3nc[nH]c23)cc1,1,5,97,-3,90,-0.5,-0.3,11,-7,1.1
COc1ccccc1N(CC(=O)Nc1cccc(C(F)(F)F)c1)S(C)(=O)=O,4,-3,96,-14,105,-0.2,0.4,6,1,0.75
CCN(CC)S(=O)(=O)c1ccc2nc(SC)sc2c1,-3,0,103,-11,110,-0.1,-2.8,-11,-6,1.1
O=C(NCc1ccccn1)C1CCN(Cc2cccc(OCc3ccccc3)c2)CC1,0,-8,100,-7,98,-0.3,-0.4,7,1,1.1
c1ccc(CCc2nn3c(C4COc5ccccc5O4)nnc3s2)cc1 (configuration not stated),-3,-3,103,27,108,0.3,-0.8,-3,-3,1.4
NS(=O)(=O)c1ccc(CCNC(=O)c2ccc(Cn3c(=O)[nH]c4ccccc4c3=O)cc2)cc1,5,1,95,-14,95,-0.2,-1.9,10,-6,1
CCOC(=O)c1ccc(-n2c(=O)[nH]c3ccccc3c2=O)cc1,-4,-13,110,-7,93,0.1,0.0,8,2,1.3
CCN(CC(=O)Nc1ccc([N+](=O)[O-])cc1OC)CC(=O)NC(C)(C)C,-8,4,107,11,96,-0.2,-0.3,4,-10,1
CCS(=O)(=O)c1ccc(N=Nc2ccc(O)c3ncccc23)c(OC)c1,-2,-4,104,-63,56,-0.5,-0.2,55*,-3,0.8
COc1ccc(-c2nnc(SCc3nnc(-c4ccc(Cl)cc4)o3)n2-c2ccccc2)cc1,-3,5,103,18,88,-0.2,1.1,17,-1,0.91
COc1cc2c(cc1NC(=O)C(C)Sc1ccc(NC(C)=O)cc1)oc1ccccc12 (configuration not stated),14,-1,87,-14,123,-0.1,-0.1,-30,-5,0.44
CCOC(=O)C1C(c2ccc3c(c2)OCO3)NC(=O)NC1(O)C(F)(F)F (configuration not stated),2,1,101,-11,107,-0.4,0.3,-6,-3,1.1
COC(=O)c1ccc[n+](CC(=O)c2ccc(Br)cc2)c1,-3,-5,103,8,96,0.1,/,4,1,1.2
O=C(CSc1ncn[nH]1)NCCOc1ccccc1,1,7,99,9,102,-0.2,-0.7,1,-4,1.2

# Shown as a hit in STAT1 act (from the list above):
molecule | STAT1 inh | TLR4-MyD88 BLA | STAT1 act | APP 5'UTR act | STAT3 act | Hsp70 act | Redox H2O2 prof | Efa HMGR inh | NF-kB expr up
CCOC(=O)/C(N=Nc1ccc2c(c1)OCO2)=C(\C)O | -39 | 4 | 137* | 116 | 103 | 0.0 | -0.5 | 0 | 1.6
CCC(=O)Nc1ccc(C(=O)OCc2ccccc2Cl)cc1 | -40 | -6 | 137* | 45 | 107 | -0.4 | 0.0 | 4 | 1.6
NC(=O)c1c(NC(=S)Nc2ccccc2)sc2c1CCCC2 | -37 | -6 | 132* | 7 | 96 | 0.0 | -0.7 | -1 | 1.7
